Diaph inh CS: counter-screen for diaphorase-based assays: diaphorase inhibitors and chemical oxidizers | diaphorase resazurin-to-resorufin fluorescence, NADH, 16 min; bacterial (C. kluyveri) enzyme, not human | inhibition, % at 20 µM | actives 0.69% (n = 190,000) | AID 1217;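 active means primary screen inhibition at 20 µM above a set limit, cut at about 50% in these data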;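 further: plate controls were DMSO with full reaction for no effect and wells lacking NADH for full effect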
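controls = No-NADH positive control and DMSO neutral control | system = Clostridium kluyveri diaphorase enzyme | timing = reaction incubation of 16 min at room temperature | signal = resorufin fluorescence 544/590 nm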
TNAP act hiacc: TNAP (human) activation, high acceptor; P05186; activation factor at 20 µM; 200,000 tested, under 10 active; AID 1136; purified TNAP, CDP-star luminescence, 1 M DEA, 30 min; active compounds read high; 0 = EDTA background, 1 = DMSO-only activity;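 active means activation factor at least 2 at 20 µM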
Target sequence (P05186 whole entry, looked up): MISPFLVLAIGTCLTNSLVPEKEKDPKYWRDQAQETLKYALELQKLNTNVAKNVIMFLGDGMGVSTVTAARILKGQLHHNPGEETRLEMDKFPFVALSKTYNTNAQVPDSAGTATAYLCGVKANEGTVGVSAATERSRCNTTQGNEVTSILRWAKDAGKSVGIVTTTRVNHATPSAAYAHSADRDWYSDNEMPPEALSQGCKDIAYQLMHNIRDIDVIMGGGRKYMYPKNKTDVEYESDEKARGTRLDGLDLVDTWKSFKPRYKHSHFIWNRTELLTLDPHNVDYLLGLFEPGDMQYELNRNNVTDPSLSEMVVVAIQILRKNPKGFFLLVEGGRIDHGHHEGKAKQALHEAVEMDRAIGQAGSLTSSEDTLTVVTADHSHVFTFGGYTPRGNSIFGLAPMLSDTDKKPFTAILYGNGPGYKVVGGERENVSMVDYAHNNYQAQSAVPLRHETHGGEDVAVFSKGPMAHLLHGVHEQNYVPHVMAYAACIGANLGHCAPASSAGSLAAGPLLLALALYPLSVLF
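Measured by: Luminescent substrate turnover signal | Test system: Human TNAP | Input: TNAP 1/800 final | Dosing: 20 µM single point | Schedule: 30 min, room temperature | Controls: EDTA wells as negative control, DMSO wells as positive control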
Diaphorase act: diaphorase activation or chemical reduction counter-screen. Diaphorase/resazurin coupled assay, resorufin fluorescence, 16 min; active compounds read high; 1 = vehicle wells, 0 = NADH-free wells. activation factor at 20 µM. actives 0.005% (n = 190,000). AID 1229;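 active means diaphorase activity raised at least twofold by the compound at 20 µM; inactive means activation factor below 2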
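Material: purified diaphorase enzyme from Clostridium kluyveri; Also added: 0.114 mM NADH and 0.1 mM resazurin, final amounts; Doses: single compound dose of 20 µM, 1% DMSO final; Times: 16 min enzyme reaction, ambient temperature; Detection: resorufin fluorescence, excitation 544 nm, emission 590 nm; Measure: increased resorufin signal from activators or reducing compounds.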
bIAP inh: intestinal alkaline phosphatase (bovine) inhibition. purified bovine IAP, CDP-star luminescence, 30 min. inhibition, % at 20 µM. 190,000 tested, under 10 active;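 active means over 50% inhibition of intestinal alkaline phosphatase at 20 µM in the single-dose screen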
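Assay system: bovine IAP enzyme; medium: DEA buffer 100 mM, pH 9.8, with MgCl2 1.0 mM, ZnCl2 0.02 mM; doses: 20 µM single dose; incubation: enzyme reaction for 30 min at room temperature; detection: CDP-star luminescence signal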
TNAP inh hiacc: inhibitors of human TNAP at high phosphate acceptor concentration; purified TNAP, CDP-star luminescence, 1 M DEA; inhibition, % at 20 µM; actives 0.03% (n = 200,000); AID 1135;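 active means over 50% inhibition of tissue-nonspecific alkaline phosphatase at 20 µM in the single-dose screen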;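 further: plate controls were DMSO wells for no effect and EDTA-quenched wells as full inhibition for full effect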
PMI act: phosphomannose isomerase (human) activation; P34949; purified human PMI, coupled resazurin fluorescence, 20 min; active compounds read high; 1 = vehicle control, 0 substrate-free wells; activation factor at 20 µM; actives 0.005% (n = 190,000); AID 1214;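 active means activation factor of 2 or more at 20 µM, relative to plate controls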
Target sequence (P34949 whole entry, looked up): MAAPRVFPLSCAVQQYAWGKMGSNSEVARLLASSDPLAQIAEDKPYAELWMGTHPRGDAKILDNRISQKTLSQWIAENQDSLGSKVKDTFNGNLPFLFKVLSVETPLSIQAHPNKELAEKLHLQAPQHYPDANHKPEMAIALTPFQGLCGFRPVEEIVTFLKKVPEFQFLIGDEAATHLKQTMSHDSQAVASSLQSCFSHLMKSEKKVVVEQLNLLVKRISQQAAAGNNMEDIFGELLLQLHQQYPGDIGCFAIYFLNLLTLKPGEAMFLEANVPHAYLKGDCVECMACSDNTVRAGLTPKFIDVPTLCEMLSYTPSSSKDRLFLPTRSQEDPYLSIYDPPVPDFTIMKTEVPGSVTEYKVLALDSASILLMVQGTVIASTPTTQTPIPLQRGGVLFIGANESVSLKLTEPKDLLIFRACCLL
bIAP activator: increases bovine intestinal alkaline phosphatase activity; purified bovine IAP, CDP-star luminescence, 30 min; active compounds read high; fold of DMSO-control signal, blank-subtracted; activation factor at 20 µM; actives 0.17% (n = 200,000); AID 1016;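 active means activation factor of 2 or more at 20 µM, a signal rise over negative controls twice the positive control's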
PMI act hi M6P: PMI (human) activation, high substrate | coupled PMI enzyme assay, resazurin fluorescence, 20 min; active compounds read high; 1 = untreated enzyme, 0 = substrate-free blank | activation factor at 20 µM | actives 0.34% (n = 190,000) | AID 1216;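 active means activation factor of 2 or more at 20 µM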
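Material: human phosphomannose isomerase with PGI, G6PDH, diaphorase coupling enzymes. Quantity: 15 ng/mL PMI. Medium: HEPES pH 7.4 buffer with MgCl2 and Tween-20. Reagent: Near-saturating mannose-6-phosphate, 1.0 mM. Compound: 20 µM single dose. Times: enzyme reaction with compound 20 min at room temperature. Detection: resorufin fluorescence at Ex 544/Em 590 nm.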
Lmaj promast: reduces viability of Leishmania major promastigotes. inhibition, % at 10 µM. AID 1063. resazurin fluorescence viability. actives 9% (n = 200,000); in the data active means inhibition above about 50%;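 further: promastigotes grown with compound for 44 hours at 28 °C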
TNAP inh noacc: inhibitors of human TNAP without phosphate acceptor. P05186. purified TNAP, CDP-star luminescence, 30 min. inhibition, % at 20 µM. actives 0.26% (n = 200,000). AID 1012;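 active means tissue-nonspecific alkaline phosphatase inhibition above about 50% at 20 µM in the single-dose screen, limit read from the data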;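 further: 0% = DMSO negative control and 100% = EDTA positive control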
Starred values were filed as active, the others as inactive; / = not tested or not shown.

SMILES	Diaph inh CS	TNAP act hiacc	Diaphorase act	bIAP inh	TNAP inh hiacc	PMI act	bIAP activator	PMI act hi M6P	Lmaj promast	TNAP inh noacc
CN(C)CCOC(=O)C12CC3CC(CC(C3)C1)C2	1	1	1	6	-5	1.1	0.9	1.1	15	7
Cc1cccc(N(CC(=O)NCc2ccco2)C(=O)CCC(=O)Nc2ccccn2)c1	14	1.1	0.9	6	-5	0.9	0.9	0.9	16	-7
Cc1cc(C)cc(N(CC(=O)Nc2cccc(C)n2)S(=O)(=O)c2c(C)noc2C)c1	19	1	0.8	10	0	0.9	0.9	0.9	11	-7
CN(C(=S)Nc1ccccc1F)C1(c2ccccc2Cl)CCCCC1=O (centres undefined)	-7	1.1	1.1	7	-8	1	0.9	1.1	0	0
COC(=O)c1cc2ccsc2n1CC(=O)NCC1CCCO1 (centres undefined)	11	1	0.9	1	-3	0.9	1	1	-4	-15
O=C(NCc1ccccn1)Nc1ccc(F)cc1	10	1.1	0.9	12	-10	1	0.9	1	-3	-6
Fc1cccc(CN2CCN(Cc3nc(-c4cnccn4)no3)CC2)c1	7	1.1	0.9	-6	-6	1	1.1	1	-2	-8
COCCn1nnnc1C(c1cccs1)N1CCN(c2ccccc2)CC1 (centres undefined)	8	1.1	0.9	-1	-8	1	1	1	-4	-15
O=C(NCCCN1CCN(CCCNC(=O)c2cc([N+](=O)[O-])ccc2Cl)CC1)c1cc([N+](=O)[O-])ccc1Cl	-19	1.1	1.2	-25	-8	1.1	1.3	1	-5	-5
COC(=O)C1=C(C)NC(=O)NC1c1ccc([N+](=O)[O-])o1 (centres undefined)	17	1	0.8	-5	-2	1	1.1	0.9	2	-9
COc1ccc(C(=O)Nc2ccccc2Cc2ccccc2)c(OC)c1	15	1.1	0.8	10	-5	0.9	0.9	1	30	-9
Cn1c(=O)c2c(nc(OCc3ccccc3)n2C)n(C)c1=O	15	1.1	0.8	5	-7	1	0.9	1	-4	-18
COC(=O)[C@H](C)NC(=O)Nc1ccc(OC)c(OC)c1	9	1	0.9	3	2	1	1	1	-6	-8
Cc1ccc(-c2oc3ccccc3c(=O)c2OCC(=O)O)cc1	10	1	0.9	-3	-3	1.4	1	1.3	2	-5
Cc1ccc(-c2nnnn2C2C/C(=N\NC(N)=S)C3OCC2O3)cc1 (centres undefined)	11	1	0.9	0	-1	1.1	1	1.1	-2	-8
O=S(=O)(c1ccccc1)N1CCN=C1SCc1ccccc1Cl	25	1.1	0.7	29	-6	0.8	0.7	0.8	16	-10
Cc1nc(N)nc(Nc2ccc(Cl)cc2)c1Br	14	1.1	0.9	9	-5	0.9	0.9	0.9	9	-10
COc1ccc(NC(=O)CSC2=NCCN2)cc1	12	1	0.9	13	-2	1	0.9	1	0	-5
COc1ccc(-n2c(SCC(=O)OC(C)C)nnc2-c2ccccn2)cc1	19	1.1	0.8	9	-10	0.9	0.9	0.9	1	-11
COC(=O)CSc1nc(N)c(C#N)c(-c2ccco2)c1C#N	22	1	0.8	3	0	1	1	0.7	-4	-6
Cc1ccc(C(=O)n2nc(-n3cccc3)c3c(C)cc(C)nc32)cc1	0	1	1	-4	0	1.2	1	1.1	-3	58*
Cc1c(NS(=O)(=O)c2ccc3[nH]c(=O)[nH]c3c2)c(=O)n(-c2ccccc2)n1C	0	1	1	4	-2	1	1	1	-8	-11
CN1OC(COC(=O)c2ccc(Cl)cc2)CC1c1ccccc1 (centres undefined)	15	1.1	0.8	11	-6	0.9	0.9	0.9	-7	3
O=C(Cc1c(O)c2ccccc2[nH]c1=O)NC1CCCCCC1	12	1	0.9	2	-4	0.9	1	0.9	-3	-10
O=C(CCCn1c(SCc2cccc(F)c2)nc2ccccc2c1=O)NCC1CCCO1 (centres undefined)	12	1	0.9	-5	0	1	1	0.8	14	-1

Compounds from the list above that contain a Cl atom, in the order listed:
SMILES	Diaph inh CS	TNAP act hiacc	Diaphorase act	bIAP inh	TNAP inh hiacc	PMI act	bIAP activator	PMI act hi M6P	Lmaj promast	TNAP inh noacc
CN(C(=S)Nc1ccccc1F)C1(c2ccccc2Cl)CCCCC1=O (centres undefined)	-7	1.1	1.1	7	-8	1	0.9	1.1	0	0
O=C(NCCCN1CCN(CCCNC(=O)c2cc([N+](=O)[O-])ccc2Cl)CC1)c1cc([N+](=O)[O-])ccc1Cl	-19	1.1	1.2	-25	-8	1.1	1.3	1	-5	-5
O=S(=O)(c1ccccc1)N1CCN=C1SCc1ccccc1Cl	25	1.1	0.7	29	-6	0.8	0.7	0.8	16	-10
Cc1nc(N)nc(Nc2ccc(Cl)cc2)c1Br	14	1.1	0.9	9	-5	0.9	0.9	0.9	9	-10
CN1OC(COC(=O)c2ccc(Cl)cc2)CC1c1ccccc1 (centres undefined)	15	1.1	0.8	11	-6	0.9	0.9	0.9	-7	3

Reformatted in markdown: part of the list above.
| SMILES | Diaph inh CS | TNAP act hiacc | Diaphorase act | bIAP inh | TNAP inh hiacc | PMI act | bIAP activator | PMI act hi M6P | Lmaj promast | TNAP inh noacc |
| --- | --- | --- | --- | --- | --- | --- | --- | --- | --- | --- |
| Fc1cccc(CN2CCN(Cc3nc(-c4cnccn4)no3)CC2)c1 | 7 | 1.1 | 0.9 | -6 | -6 | 1 | 1.1 | 1 | -2 | -8 |
| CN(C(=S)Nc1ccccc1F)C1(c2ccccc2Cl)CCCCC1=O (centres undefined) | -7 | 1.1 | 1.1 | 7 | -8 | 1 | 0.9 | 1.1 | 0 | 0 |

(further entries)
SMILES	Diaph inh CS	TNAP act hiacc	Diaphorase act	bIAP inh	TNAP inh hiacc	PMI act	bIAP activator	PMI act hi M6P	Lmaj promast	TNAP inh noacc
O=C(c1ccc([N+](=O)[O-])cc1)N1CCN=C1SCc1ccccc1	12	0.9	0.9	10	6	1	0.9	1	15	2
COc1ccc(N2C(=O)/C(=C\c3ccco3)N=C2SCC(=O)NC(C)(C)C)cc1Cl	13	0.9	0.9	-4	7	0.9	1	0.9	23	-7
C=CCn1c(C)cc(C(=O)COC(=O)/C=C/c2ccc(OC)cc2)c1C	28	1.1	0.7	5	-6	0.9	0.9	0.8	-3	-3
Cc1ccc(C(=O)Nc2cccc(C(=O)NCc3ccccc3)c2)o1	21	1.1	0.8	8	-7	1	0.9	1	92*	-17
CCSc1nnc(NC(=O)C2CC(=O)N(Cc3ccccc3)C2)s1 (centres undefined)	11	1.1	0.9	1	-5	1.1	1	1.1	-2	-10
O=C(CC(c1ccccc1)c1ccccc1)Nc1ccc(Cl)cn1	8	1.1	0.9	11	-8	0.9	0.9	1	16	-12
Cc1onc(-c2ccccc2)c1C(=O)Nc1ccc2c(c1)OCCO2	1	1	1	-10	-2	1.1	1.1	1.1	-5	2
S=c1[nH]nc(COc2ccccc2)n1/N=C/c1ccccn1	17	1	0.8	-15	4	1	1.2	1	7	-2
CCN(CC)C(=O)C1CCCN(c2ccc([N+](=O)[O-])cc2)C1 (centres undefined)	-24	0.9	1.2	16	11	1.1	0.8	1	-7	16
O=C(NCCCN=C1NS(=O)(=O)c2ccccc21)c1ccc(S(=O)(=O)N2CCCCC2)cc1	8	1	0.9	-4	-2	0.9	1	0.9	-7	-6
N#C/C(=C\c1ccc(F)cc1)c1n[nH]c(Cn2cncn2)n1	8	1.1	0.9	4	-6	1	1	1.1	-3	-7
O=C(CSc1nnc(Cn2cnc3ccccc32)o1)Nc1cccc2ccccc12	22	1	0.8	-12	0	0.9	1.1	0.9	-4	-13
COc1ccc(C(=O)Nc2ccccc2C(=O)O)cc1Cl	13	1	0.9	3	2	1	1	1	67*	-5
CC(C)c1cc(CN2CCN(C3CCCC3)C(CCO)C2)[nH]n1 (centres undefined)	-17	1.1	1.2	-9	-5	1	1.1	1.1	-6	-8
O=C(CN1CCCCC1)Nc1cccc(Br)c1	9	1	0.9	10	-3	1	0.9	1	5	3
O=C(CS(=O)(=O)Cc1ccccc1)NCC1CCCO1 (centres undefined)	14	1	0.9	4	-3	0.9	1	0.9	-2	-10
CCn1c(SCC(=O)N2CCN(c3ccccc3)CC2)nnc1-c1cc2cc(Cl)ccc2o1	21	1.1	0.8	7	-8	0.9	0.9	0.9	2	-14
CC(C(=O)Nc1ccc2c(c1)OCCO2)n1nnc(-c2ccccc2)n1 (centres undefined)	26	1	0.7	-4	-3	0.8	1	0.7	-9	-2
COc1ccc(OCCSc2ncn[nH]2)cc1	13	1	0.9	-7	-2	1	1.1	1	-4	-5
O=C(Nc1ccccc1)c1cc(S(=O)(=O)N2CCOCC2)cs1	3	1	1	11	2	0.9	0.9	1	0	-13
O=C(Nc1ccc(NC(=O)c2cccs2)cc1)c1ccc(Br)o1	6	1	0.9	/	-2	1	0.4	0.9	-6	2
COc1ccc(NC(=O)COC(=O)CNS(=O)(=O)c2ccccc2)cc1OC	8	1	0.9	10	1	1	0.9	0.9	-1	-10
O=C(O)c1ccc(NC(=O)c2cccs2)cc1	6	1	0.9	5	0	1	1	1.1	-4	-5
Cc1ccc(COCCN2CCN(S(=O)(=O)c3ccc(C)cc3)CCC2=O)cc1	17	1	0.8	7	-4	1	0.9	0.9	-4	-8
Cn1c(=O)c2c(ncn2CCc2ccccc2)n(C)c1=O	0	1.1	1	-2	-5	1.1	1	1	0	-3
The listing continues:
SMILES	Diaph inh CS	TNAP act hiacc	Diaphorase act	bIAP inh	TNAP inh hiacc	PMI act	bIAP activator	PMI act hi M6P	Lmaj promast	TNAP inh noacc
Cc1ccc(C)c(NC(=O)CSc2nnc(-c3ccncc3)n2N)c1	13	1.1	0.9	11	-6	1	0.9	0.9	-3	-3
O=C(Nc1cccnc1)c1cccc(S(=O)(=O)N2CCc3ccccc32)c1	11	1	0.9	2	0	1	1	1	34	-12
O=C(NCC1OCCc2ccccc21)c1ccc(NC(=O)c2ccc(Cl)cc2Cl)cc1 (centres undefined)	5	1	1	36	-2	0.9	0.6	1	-11	-9
O=C(c1ccco1)N1CCN=C1SCc1ccc(F)cc1	14	1	0.9	22	-2	0.9	0.8	0.9	-9	-18
O=C1CCC(/C=C/c2ccccc2)=NN1	-1	1	1	2	2	1.1	1	1.1	17	-2
O=C(O)C1CC(c2cccc(Br)c2)=NO1 (centres undefined)	2	1	1	5	4	1	1	1.1	-8	-7
O=C(Nc1ccc(N2C(=O)C3CCCCC3C2=O)cc1Cl)c1cccs1 (centres undefined)	12	1.1	0.9	1	-7	1	1	0.9	-9	-6
COc1cc(C(=O)NCCOc2ccc(F)cc2)c(Br)c(OC)c1OC	-7	1	1.1	-7	-4	0.9	1.1	0.9	-5	0
Cc1ccc(NC(=O)c2cc(S(=O)(=O)NCCC3=CCCCC3)ccc2F)cc1F	29	1	0.7	-29	2	0.8	1.3	0.8	3	10

The order is random, and some 10% of all compounds hit somewhere here.
